# Source: PubChem BioAssay (The Scripps Research Institute Molecular Screening Center)
# GPR151 activ = human GPR151 activation | Q8TDV0 | PathHunter beta-arrestin GPR151 cells, luminescence | activation, % at 11.2 µM | actives 1% (n = 650,000); in the data active means activation above about 4.9%;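 further: 0% = median of compound wells and 100% = cells with positive control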
# Target sequence (Q8TDV0 whole entry, looked up): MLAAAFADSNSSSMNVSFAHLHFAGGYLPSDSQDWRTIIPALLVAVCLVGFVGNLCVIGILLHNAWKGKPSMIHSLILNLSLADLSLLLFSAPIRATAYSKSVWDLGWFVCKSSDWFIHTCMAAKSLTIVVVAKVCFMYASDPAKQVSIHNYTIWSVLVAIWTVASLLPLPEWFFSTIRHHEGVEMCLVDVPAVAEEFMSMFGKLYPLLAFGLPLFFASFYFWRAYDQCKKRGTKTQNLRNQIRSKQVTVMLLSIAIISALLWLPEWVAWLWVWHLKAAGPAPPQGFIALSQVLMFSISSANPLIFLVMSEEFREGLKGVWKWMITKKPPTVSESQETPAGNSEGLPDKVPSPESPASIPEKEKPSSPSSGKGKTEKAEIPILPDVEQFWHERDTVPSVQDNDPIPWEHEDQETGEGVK
# TEAD-YAP inh = TEAD-YAP interaction inhibition; HEK-TIYL cells, TEAD-Gal4/YAP UAS-luciferase luminescence; inhibition, % at 9.12 µM; actives 1.4% (n = 640,000); in the data active means inhibition above about 32%;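 further: 0% = median of test compound wells and 100% = reference inhibitor wells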
# FBW7 activator = activators of human E3 ligase FBW7 | normalized activity (activation), % at 26.1 µM | AlphaScreen FBW7–phospho-cyclin E peptide binding, activator screen | Q969H0 | actives 0.13% (n = 650,000) | AID 1259310; in the data active means normalized activity above about 1.9%;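 further: purified mutant Fbw7 with reduced substrate affinity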
# MITF inh = human MITF inhibition, primary screen. O75030. AlphaScreen MITF homodimerization, bead proximity signal. inhibition, % at 2.6 µM. actives 0.91% (n = 650,000). AID 1259374; in the data active means inhibition above about 50%;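 further: 0% = vehicle wells with protein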
# Target sequence (O75030 whole entry, looked up): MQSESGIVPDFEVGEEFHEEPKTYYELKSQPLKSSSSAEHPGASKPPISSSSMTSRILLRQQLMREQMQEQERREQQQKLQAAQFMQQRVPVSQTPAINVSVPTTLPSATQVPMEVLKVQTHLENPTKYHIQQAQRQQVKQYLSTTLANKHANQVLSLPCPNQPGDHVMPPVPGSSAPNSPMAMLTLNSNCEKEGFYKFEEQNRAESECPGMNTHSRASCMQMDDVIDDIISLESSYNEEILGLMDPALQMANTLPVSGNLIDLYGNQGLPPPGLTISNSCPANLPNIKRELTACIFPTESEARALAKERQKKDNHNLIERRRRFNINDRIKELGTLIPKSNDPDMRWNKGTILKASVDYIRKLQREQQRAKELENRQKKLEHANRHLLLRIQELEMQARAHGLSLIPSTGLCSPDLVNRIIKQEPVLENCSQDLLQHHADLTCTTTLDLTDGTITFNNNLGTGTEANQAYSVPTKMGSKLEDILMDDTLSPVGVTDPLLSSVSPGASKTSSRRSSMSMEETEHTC
# Starred values were filed as active, the others as inactive; & = joins results of further samples.
SMILES,GPR151 activ,MITF inh,TEAD-YAP inh,FBW7 activator
Cc1ccc(C(C)CCN2CCCC(c3ccn[nH]3)C2)o1 (stereo not given),2.9,-3.3,3.8,0.0
CN1CCC(N(C(=O)/C=C/c2ccccc2)C2CCN(Cc3ccccc3)CC2)CC1,-0.6,-11.7,-4.8,-0.1
CCOc1ccc2nc(NC3=NCN(Cc4ccccc4)CN3)nc(C)c2c1,-0.6,-12.1,-9.5,-0.1
COC(=O)Cc1c(C)nc2nc(NCc3ccc(Br)cc3)[nH]n2c1=O,1.4,-0.8,-3.9,-0.1
O=C(Cn1nnnc1CN1CCCCCC1)NCCc1cn2ccsc2n1,2.0,3.5,8.2,0.3
Cc1ccc(-n2c(SCC(=O)NC(C)(C)C)nnc2-c2ccncc2)cc1C,0.2,0.0,10.0,-0.1
Cc1ccc([N+](=O)[O-])cc1NC(=O)C1C2/C=C\CCCCC21 (stereo not given),3.6,-1.3,-3.3,0.0
c1ccc(-c2nnc(-c3ccccc3)n2-c2ccncc2)cc1,-1.2,15.1,-4.7,0.3
O=C(O)CN1C(=O)/C(=C2\SC(=Nc3cccc(C(F)(F)F)c3)NC2=O)c2ccccc21,-0.1,4.2,3.3,0.1
CCn1c(C(=O)N2CCC(C(=O)NCc3cccc(OC)c3)CC2)cc2occc21,-2.6,25.8,-6.9,0.7
COc1cc(CN2CCC(C(=O)N3CCCC(C)C3)CC2)ccc1O (stereo not given),2.0,23.8,5.5,0.2
O=C(CSc1ccc2nnc(-c3cccc(F)c3)n2n1)N1CCc2ccccc21,1.0,1.1,-4.4,-0.1
CNC(=O)c1cccc(Nc2cc(Nc3ccc(N4CCOCC4)cc3OC)ncc2C(F)(F)F)c1,0.0,22.2,-0.2,0.0
COCCn1c(=O)n(Cc2ccc(OC)cc2)c2cccnc21,-0.2,12.5,-2.6,0.2
CCOc1ccccc1-c1nc(SCC(=O)NC2CC3CCC2C3)n[nH]1 (stereo not given),0.2,-6.9,7.4,0.1
COc1ccc(-c2csc(NC(=O)c3ccc(N4C(=O)CCC4=O)cc3)n2)cc1OC,0.5,-2.0,0.0,-0.1
CCOC(=O)c1c(NC(=O)CSc2nnc(CNC(=O)c3ccccc3F)n2-c2ccc([N+](=O)[O-])cc2)sc2c1CCCC2,1.5,1.9,3.5,-0.1
COCCN1C(=O)C(O)=C(C(=O)c2cc3cccc(OC)c3o2)C1c1ccc(Cl)cc1 (stereo not given),0.6,6.7,6.0,0.0
Cc1cc(OCC(=O)NCCc2ccccc2)cc(C)c1Cl,2.0,-8.1,-5.6,0.0
NS(=O)(=O)c1ccc(NC(=S)N2CCc3ccccc3C2)cc1,3.1,1.7,2.1,-0.1
COc1ccc(CNC(=O)CCN2C(=O)c3ccccc3C2=O)cc1,-1.4,-2.0,-2.3,0.0
CCN(CC)C(=O)C1CCCN(C(=O)c2ccc(N3CC4CC(C3)c3cccc(=O)n3C4)c(NC(=O)c3cc(OC)cc(OC)c3)c2)C1 (stereo not given),-0.3,14.4,0.3,0.2
CCn1c2ccccc2c2cc(N3C(=O)C4C5CCC(C5)C4C3=O)ccc21 (stereo not given),1.2,8.6,-4.5,0.1
CN1C(=O)/C(=N/OC(=O)c2ccc(Cl)cc2)c2ccccc21,0.7,3.3,1.2,0.1
O=C(/C=C/c1ccccc1)Nc1nnc(SCC(=O)NC2CCCCC2)s1,1.1,1.9,-2.7,-0.2
NS(=O)(=O)c1ccc(CNCC(F)(F)F)cc1,-1.0,-12.4,-5.4,-0.1
CCOC(=O)C1=C(N)n2c(s/c(=C\c3ccccc3F)c2=O)=C(C#N)C1c1ccccc1F (stereo not given),0.3,-5.3,-1.7,0.0
O=C(NNC(=O)c1ccccc1Br)c1cccs1,-0.6,2.8,-57.7,-0.2
CCOC(=O)N1CCN(C(=O)C2CCCN(S(=O)(=O)c3ccc(F)cc3)C2)CC1 (stereo not given),-0.3,-1.9,0.5,-0.2
CCOC(=O)N1CCN(S(=O)(=O)c2ccc(F)c(C(=O)Nc3ccccc3Cl)c2)CC1,0.7,-12.9,2.9,0.1
Cc1ccccc1C(=O)OCCN1CCOCC1,-1.2,15.8,-8.6,0.9
C/C(N)=C(/C#N)C(=O)COC(=O)c1ccc(O)cc1,-2.4,-7.5,-3.8,0.0
COc1ccccc1Nc1nc2c(s1)CCc1ccccc1-2,-1.0,10.6,-8.9,-0.1
CCOC(=O)NC1CC2(CCCCC2)Oc2ccccc21 (stereo not given),-0.9,4.4,10.2,1.2
CCOC(=O)c1c(C)n(-c2ccccc2)c2ccc(OC(=O)c3ccc(C)cc3)cc12,-0.1,15.1,1.4,0.2
O=C(O)/C=C\C(=O)Nc1ccc(C(=O)c2ccccc2)cc1,2.5,11.7,-4.3,0.1
COc1ccc(C(NC(=O)c2cnc3sccn3c2=O)C(F)(F)F)cc1 (stereo not given),-0.1,-11.6,2.1,0.6
O=C(NCc1ccccc1)c1ccnc(N2CCOCC2)c1,3.5,20.0,-2.1,0.1
COc1cc(/C=N/N=C2\NC(=O)C(CC(=O)O)S2)ccc1OCc1ccc(F)cc1 (stereo not given),1.7,2.9,-21.9,0.8
Cn1c(CC(=O)O)c(Sc2ccccc2)c2ccccc21,2.0,5.5,0.8,0.1
c1ccc(OCCCn2nnc(-c3ccc(N4CCOCC4)cc3)n2)cc1,0.9,-8.6,-3.3,0.0
O=[N+]([O-])c1ccc(C(F)(F)c2ccc([N+](=O)[O-])cc2)cc1,0.4,3.8,2.5,-1.2
CC1CCc2sc(C(=O)OCC(=O)NC(C)(C)C)cc2C1 (stereo not given),0.2,4.9,2.5,0.1
CC(C)NC(=O)[C@@H]1C[C@H](NCc2ccc(N(C)C)cc2)CN1Cc1ccccc1Cl,0.3,-9.4,-3.5,-0.1
Oc1ccc(Br)cc1C1CC(c2ccc(Br)cc2)=NC(c2ccc(F)cc2)N1 (stereo not given),-1.2,19.2,9.5,0.1
N#Cc1cc([N+](=O)[O-])ccc1NC(=O)COC(=O)c1ccco1,1.4,-1.6,-17.8,-0.5
O=C(C1CC1)N1CCc2cc(S(=O)(=O)N3CCC(Cc4ccccc4)CC3)ccc21,0.4,-5.8,-2.5,0.3
CC1=C(C(=O)Nc2ccc(Cl)cc2)C(c2ccccc2)C(C#N)=C(SCC(=O)Nc2nccs2)N1 (stereo not given),1.0,20.1,-0.1,0.2
O=C(NCc1ccc(F)cc1)Nc1ccc2c(c1)N(S(=O)(=O)c1ccccc1)CCC2,1.0,-1.1,0.1,0.0
Cc1cccn2c(=O)c3cc(C(=O)N(Cc4ccccc4)C(C)C)n(C)c3nc12,-0.6,6.1,7.3,0.8

# Following part
SMILES,GPR151 activ,MITF inh,TEAD-YAP inh,FBW7 activator
Nc1cccc(Oc2ccc3c(c2)C(=O)N(c2ccccc2)C3=O)c1,-1.3,6.9,6.1,0.8
CCC1SC2=NC(C)=C(C(=O)OC)C(c3cccc(Br)c3)N2C1=O (stereo not given),-0.5,0.7,-3.6,0.0
COc1cc([N+](=O)[O-])cc2cc(C(=O)OC3CCN(C)CC3)c(=O)oc12,2.5,20.8,6.5,0.0
O=C(CSc1nc2ccccc2o1)Nc1ccc(Cl)cc1[N+](=O)[O-],-0.6,-3.3,0.8,-0.4
CC1CC(C)(C)Cc2c1sc1[nH]c(=S)n(-c3ccccc3)c(=O)c21 (stereo not given),-1.0,7.6,1.2,0.2
CC(Nc1ncnc2sc3c(c12)CCCC3)c1ccc(S(N)(=O)=O)cc1 (stereo not given),0.7,0.6,11.2,0.1
CC(=O)n1ccc2ccc(C(=O)CN3CCN(c4ccc(F)cc4)CC3)cc21,0.1,6.1,-0.2,0.2
Nc1nc(NCc2ccccc2)cc(Nc2ncccn2)n1,3.1,0.0,2.6,-0.1
CC1(NC(=S)Nc2ccccc2)CCS(=O)(=O)C1 (stereo not given),-0.1,5.0,2.0,-0.1
CCSc1nc2ccccc2n1CC(=O)OC,-0.7,2.5,9.4,0.1
CCC(=O)Nc1ccc(Nc2ccc(-n3nc(C)c(C)c3C)nn2)cc1,1.1,-1.4,-5.4,-0.1
COC(=O)CN1C(=O)C2(C(C#N)=C(N)Oc3n[nH]c(-c4cccs4)c32)c2ccccc21 (stereo not given),1.2,20.8,8.3,0.6
Cc1cccc(NC(=O)CSc2nc(N)c(C#N)c(-c3ccc(F)cc3)c2C#N)c1,0.3,0.6,0.1,0.0
COc1cccc(OC)c1C(=O)OCC(=O)C12CC3CC(CC(C3)C1)C2,0.4,-7.6,0.7,0.0
O=S(=O)(NC1CCCCC1)c1cccc(-c2nnc(-c3ccccc3)o2)c1,2.8,-1.6,12.0,-0.3
CCC(C)C(=O)NCc1nnc2n1CCN(Cc1cccc(F)c1F)CC2 (stereo not given),0.4,-7.2,2.0,-0.1
c1cncc(CNc2ccnc(N3CCC(N4CCOCC4)CC3)n2)c1,-0.3,-3.4,-9.0,0.1
N#Cc1cnc(N)c(C#N)c1Nc1ccccc1,-0.8,4.4,37.9*,0.1
COc1ccc(N2C(=O)CSC2=O)cc1,-1.1,-11.0,-14.2,0.1
CC1=C(C(=O)Nc2ccccn2)C(c2ccc(F)cc2)C2=C(CC(C)(C)CC2=O)N1 (stereo not given),0.6,-1.2,-3.2,0.2
O=C(NCc1cccnc1)C1CCC(=O)N1CCc1ccccc1 (stereo not given),-1.3,-6.2,-0.6,0.0
CCOc1ccc(NC(=O)Nc2nnc(CC)s2)cc1,-2.4,6.5,-17.1,0.3
COc1ccccc1CC(=O)Nc1cccc(F)c1,1.0,-4.8,5.1,0.1
O=C(COC(=O)c1ccc([N+](=O)[O-])cc1Cl)NCC(F)(F)F,-0.2,3.3,4.4,-0.3
COc1ccc(S(=O)(=O)Nc2ccc3c(c2)N(C(=O)C2CCCC2)CC3)cc1Cl,4.2,5.7,6.0,0.0
O=C(CCN1C(=O)/C(=C/c2cccs2)SC1=S)N1CCCCC1,0.5,9.1,5.0,-0.1
CCOC(=O)c1c(NC(=O)C(C)Sc2nnc(CNC(=O)COc3ccccc3)n2-c2cccc(C)c2)sc2c1CCC2 (stereo not given),0.3,-5.2,-2.2,-0.2
Cc1ccc2c(c1)c(=O)c1ccccc1n2CCCC(=O)NN(C)c1ccc(C(F)(F)F)cc1[N+](=O)[O-],-2.0,-4.2,-16.8,0.1
CCOc1cc(C2C(C#N)=C(N)OC3=C2C(=O)CC(c2ccco2)C3)cc([N+](=O)[O-])c1OC(=O)c1cccs1 (stereo not given),-1.0,10.7,-2.1,-0.1
CC(=O)Nc1ccccc1C(=O)C(=O)Nc1ccc(C(=O)NCCC(C)C)cc1,-0.7,-2.2,1.1,-0.2
Cc1ccc(-n2c(SCc3ccccc3)nnc2-c2cccnc2)cc1Cl,1.7,11.3,-8.0,0.0
CCOc1ccc(C2C(=O)N(C3CCCCCC3)CC(=O)N2Cc2ccccc2Cl)cc1OC (stereo not given),1.5,-1.1,-7.1,-0.5
CN(Cc1ccccc1)CC(O)COc1ccc(CNCCN2CCCC2)cc1 (stereo not given),-0.6,0.3,-2.0,-0.1
CCOC(=O)c1sc(Nc2ccc(C)cc2)nc1-c1ccccc1,-0.1,-18.3,-10.2,0.2
O=c1[nH]c2ccccc2c2ccccc12,0.4&1.9,0.1&-2.7,5.0&1.3,0.0&-0.1
Cc1ccc(S(=O)(=O)N2CCCC2CNC(=O)C(=O)Nc2ccccc2C)cc1 (stereo not given),-0.8,-3.0,-7.3,-0.2
Cc1ccc(/C=N/NC(=O)c2c(C)nc3ccccn23)cc1,2.3,-0.5,-4.4,0.1
CCOc1ccc(NC(=O)NC(=O)C(F)(F)F)cc1,-1.4,-9.9,-0.9,-0.1
Cc1cccc(C)c1NC(=O)NC1(C(=O)NCCCN2CCOCC2)CCCCC1,-0.5,-13.9,-1.2,-0.1
COc1cccc(C(=O)Oc2cccc3ccc(C)nc23)c1,3.1,-2.2,-2.0,-0.2
COc1ccc(OC)c(/C=N/n2c(COc3ccccc3)n[nH]c2=S)c1,-0.8,12.4,0.1,0.1
N#CC(C(N)=S)=C1CCCCC1,-1.1,19.8,3.8,0.1
O=c1oc2c([N+](=O)[O-])cccc2cc1-c1nc(-c2ccc(Cl)cc2)cs1,0.3,1.3,1.8,0.0
CCc1ccc(-n2c(C)nnc2SCC(=O)Nc2ccc(OC)cc2)cc1,4.4,5.7,3.9,-0.1
Cc1ccc(C)c(S(=O)(=O)N2CCCC2CNC(=O)C(=O)Nc2ccccc2C)c1 (stereo not given),-1.0,12.3,2.8,0.2
COc1ccc(NC(=O)COc2ccccc2Cl)c(OC)c1,-1.1,-5.3,-19.6,0.1
Cc1ccc(-c2ccc(CCC(=O)O)n2NC(N)=S)cc1,0.6,8.9,-5.2,0.0

# Two of the compounds above, as labelled records:
CCOC(=O)c1c(NC(=O)C(C)Sc2nnc(CNC(=O)COc3ccccc3)n2-c2cccc(C)c2)sc2c1CCC2 (stereo not given)
  GPR151 activ: 0.3
  MITF inh: -5.2
  TEAD-YAP inh: -2.2
  FBW7 activator: -0.2

Cc1ccc2c(c1)c(=O)c1ccccc1n2CCCC(=O)NN(C)c1ccc(C(F)(F)F)cc1[N+](=O)[O-]
  GPR151 activ: -2.0
  MITF inh: -4.2
  TEAD-YAP inh: -16.8
  FBW7 activator: 0.1

# An excerpt of these results, with two lines to a compound.
# Fields: GPR151 activ	MITF inh	TEAD-YAP inh	FBW7 activator
- CN(Cc1ccccc1)CC(O)COc1ccc(CNCCN2CCCC2)cc1 (stereo not given)
→ -0.6	0.3	-2.0	-0.1
- CCOC(=O)c1sc(Nc2ccc(C)cc2)nc1-c1ccccc1
→ -0.1	-18.3	-10.2	0.2
